Bioassay records deposited in PubChem BioAssay by Broad Institute.
F508del corr = CFTR F508del correction in bronchial cells; CFBE cells, YFP halide quenching; stimulated with forskolin plus potentiator P3; % fluorescence drop versus neutral controls; activity (quench increase), % at 7.58 µM; hit rate 0.36% among 350,000;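 active means mean added fluorescence quench of at least 8% versus neutral control, with both replicates also reaching 8%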;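 further: cells transiently co-express mutant CFTR-F508del with the halide-sensitive YFP; corrector assay measuring rescue of mutant channel to the surface after 24 h compound exposure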
GSIS activator = primary screen for activators of insulin secretion dependent on glucose, INS-1E cells, GLuc reporter luminescence | activation, % at 16.6 µM | AID 743287 | INS-1E GLuc reporter insulin secretion, 2-3 h | hit rate 0.61% among 370,000;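 active means lowest replicate activation of at least 40%, so every replicate reaches that level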;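 further: 0% = median of neutral control wells and 100% = median of IBMX positive control wells; some compounds called inactive have numbers as strong as hits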
PGC1a acetyl inh = modulators of PGC1a acetylation; hit rate 0.17% among 350,000; U2OS PGC1a acetylation, AlphaScreen anti-acetyl-lysine; with virally co-expressed GCN5 acetyltransferase; inhibition, % at 15.6 µM;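 active means every replicate shows inhibition of at least 40%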;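 further: 0% = neutral control wells and 100% = positive control wells; some results beyond the cut were filed as inactive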
An asterisk follows results filed as active. Not all compounds are listed, so the mix of outcomes need not match the whole.

Start of the data: the first four compounds, to show the layout:
GSIS activator,PGC1a acetyl inh,F508del corr,canonical_smiles
0,2,3.2,COCC(=O)N1CC(=O)N2[C@H](CO)[C@H](c3ccc(-c4cccnc4)cc3)[C@H]2C1
15,0,-0.2,CN(C)CCCCOc1ccc(Br)cc1Cl
5,-11,-0.5,CCCc1cc(NCc2ccccn2)n2c(nc3ccccc32)c1C#N
2,-13,3.6,O=C(c1cccc(F)c1)N1CC(=O)N2[C@H](C1)[C@H](c1ccc(C#Cc3ccc(F)cc3)cc1)[C@@H]2CO

This part in full, from the start:
GSIS activator,PGC1a acetyl inh,F508del corr,canonical_smiles
0,2,3.2,COCC(=O)N1CC(=O)N2[C@H](CO)[C@H](c3ccc(-c4cccnc4)cc3)[C@H]2C1
15,0,-0.2,CN(C)CCCCOc1ccc(Br)cc1Cl
5,-11,-0.5,CCCc1cc(NCc2ccccn2)n2c(nc3ccccc32)c1C#N
2,-13,3.6,O=C(c1cccc(F)c1)N1CC(=O)N2[C@H](C1)[C@H](c1ccc(C#Cc3ccc(F)cc3)cc1)[C@@H]2CO
-1,5,-3.7,Cc1ccc(S(=O)(=O)Nc2cccc3c2O[C@H](CN(C)S(=O)(=O)c2c(C)noc2C)[C@@H](C)CN([C@H](C)CO)C3=O)cc1
4,6,3.5,COc1ccc(-c2[nH]ncc2CN2CCCCCCC2)c(OC)c1
26,1,-2.7,COc1ccc2c3c([nH]c2c1)[C@H](CO)N(C(=O)C1CC1)CC31CCN(C(=O)NC(C)C)CC1
-6,-4,-1.4,COc1ccc(C#Cc2ccc([C@@H]3[C@@H](CO)N4C(=O)CN(C(=O)c5ccccc5)C[C@H]34)cc2)cc1
-5,10,-0.8,CCOC(=O)CC(=O)CSc1ncnc2c1nnn2-c1ccc(F)cc1
0,2,-1.2,CCC(=O)N1CC2(C1)[C@H](c1ccccc1)[C@H](CO)N2C(=O)c1ccncc1
-5,-7,1.0,O=C(COc1ccc(Br)cc1Br)NC(=O)NC1CCCC1
-5,14,1.1,O=C(c1ccc2c(c1)OCO2)N1CC(=O)N2[C@@H](CO)[C@@H](c3ccc(C#Cc4ccccc4)cc3)[C@@H]2C1

Reprinted from the part before: 2 entries, then new ones.
GSIS activator,PGC1a acetyl inh,F508del corr,canonical_smiles
-5,-7,1.0,O=C(COc1ccc(Br)cc1Br)NC(=O)NC1CCCC1
-5,14,1.1,O=C(c1ccc2c(c1)OCO2)N1CC(=O)N2[C@@H](CO)[C@@H](c3ccc(C#Cc4ccccc4)cc3)[C@@H]2C1
-37,-13,3.0,COC(=O)C1=CN(CCOC23CC4CC(CC(C4)C2)C3)C=C(C(=O)OC)C1c1ccsc1
10,-13,0.8,COc1ccc(NC(=O)c2cc(Br)ccc2Cl)c([N+](=O)[O-])c1
3,0,-4.0,CC(=O)N1[C@@H](CO)[C@@H](c2ccccc2)C12CN(Cc1ccccc1)C2
11,9,-3.8,CCC(=O)N1CC(=O)N2[C@H](CO)[C@H](c3ccc(C#Cc4cccnc4)cc3)[C@@H]2C1
24,-7,2.7,OC[C@@H]1[C@@H](c2ccccc2)C2(CN(CCC(F)(F)F)C2)N1Cc1cccnc1
-14,2,-0.1,COc1ccc2c3c([nH]c2c1)[C@@H](CO)N(C(=O)Nc1ccccc1F)CC31CCN(C(=O)C2CC2)CC1
18,7,-1.4,Cc1ccc(C)n1-c1ccc(C(=O)N/N=C/c2ccncc2)cc1
-1,-9,2.0,CCCNC(=O)N1CC2(CCN(CC3CCCCC3)CC2)c2c([nH]c3cc(OC)ccc23)[C@@H]1CO
6,3,-3.2,CC(=O)N1[C@@H]2c3cccc(=O)n3C[C@H]1[C@H](CO)[C@H]2C(=O)N[C@@H](C)c1ccccc1
-3,1,-1.9,C[C@@H]1CCCCO[C@@H](CN(C)C(=O)Nc2ccc(F)cc2)[C@@H](C)CN([C@@H](C)CO)C(=O)c2cc(NC(=O)CCCN(C)C)ccc2O1
18,-7,3.5,CC(C)c1cn(CC[C@@H]2CC[C@H](NC(=O)C3CCOCC3)[C@@H](CO)O2)nn1
-9,-1,-1.3,CC(C)CC#Cc1ccc([C@H]2[C@H](CO)N3C(=O)CN(C(=O)NC4CCCCC4)C[C@@H]23)cc1

(continued)
GSIS activator,PGC1a acetyl inh,F508del corr,canonical_smiles
6,-14,2.1,CC(C)NC(=O)CSc1nc(-c2ccccc2)cs1
-15,-4,-0.4,COc1ccc2c3c(n(C)c2c1)[C@H](CO)N(C(=O)Nc1ccc(F)cc1)CC31CN(C(=O)NC2CCCC2)C1
5,2,-0.3,O=C(C[C@@H]1CC[C@@H](NC(=O)Nc2ccccc2F)[C@@H](CO)O1)NCc1ccc(F)cc1
-8,2,3.5,CCCCN=C1CC(C)(C)CC(=O)/C1=C(/O)CCCN1C(=O)c2ccccc2C1=O
-9,3,-1.3,CCOC(=O)c1sc2nc(SCC(=O)N(CC)CC)n(CCCN3CCCC3=O)c(=O)c2c1C
8,-2,-3.4,COc1ccccc1NC(=S)N(C(C)C)C(C)c1ccccn1 (centres undefined)
22,2,-0.6,Cc1noc(C)c1S(=O)(=O)Nc1ccc2c(c1)CC(=O)N([C@H](C)CO)C[C@H](C)[C@@H](CN(C)Cc1ccc(C(=O)O)cc1)O2
-5,1,-1.0,CO[C@H]1CN(C)C(=O)c2ccc(NS(C)(=O)=O)cc2OC[C@H](C)N(Cc2ccccc2)C[C@@H]1C
17,-5,-1.2,CCOc1cc2[nH]c(=S)n(C3CCN(Cc4ccccc4)CC3)c(=O)c2cc1OCC
12,-1,0.6,C[C@@H]1CCCCO[C@@H](CN(C)Cc2ccc(C(=O)Nc3ccccc3N)cc2)[C@@H](C)CN([C@H](C)CO)C(=O)c2cc(NS(C)(=O)=O)ccc2O1
-4,0,-0.9,COc1ccc2c3c([nH]c2c1)[C@@H](CO)N(C(=O)c1ccc(F)cc1)CC31CN(C)C1
-10,-2,3.4,COc1ccc(CN(C)C[C@H]2Oc3ccc(NC(=O)Cc4cn(C)c5ccccc45)cc3CC(=O)N([C@H](C)CO)C[C@@H]2C)cc1

(list continues)
GSIS activator,PGC1a acetyl inh,F508del corr,canonical_smiles
4,-1,-0.7,COc1cc(CN2CC3(CN(C(=O)Nc4c(C)noc4C)C3)c3c(n(C)c4cc(OC)ccc34)[C@@H]2CO)cc(OC)c1
4,6,0.3,CCn1c(SCC(=O)N/N=C(\C)c2ccncc2)nnc1-c1ccccc1
6,-8,1.6,CCCC(=O)N1CC2(C1)CN(Cc1ccc(Cl)cc1)[C@@H](CO)c1[nH]c3cc(OC)ccc3c12
-18,-7,-2.3,Nc1cccc(-n2cccc2)c1
11,3,1.3,COc1ccc2c3c([nH]c2c1)[C@H](CO)N(C(=O)Nc1ccc(F)cc1)CC31CN(C(=O)Cc2ccncc2)C1
12,4,-0.2,CCCNC(=O)N1CCC2(CC1)CN(C(=O)CCC)[C@H](CO)c1[nH]c3cc(OC)ccc3c12
18,-7,-1.9,O=C(CCCSc1nc2ccccc2c(=O)[nH]1)c1ccc(F)cc1
9,4,0.3,COc1ccc2c3c(n(C)c2c1)[C@@H](CO)N(Cc1nccs1)CC31CN(C(=O)CN(C)C)C1
-15,6,-2.8,O=C(CS(=O)(=O)c1ccccc1)NCc1ccco1
-8,-2,2.6,CCC(=O)N1CC2(C1)[C@H](c1ccccc1)[C@H](CO)N2Cc1cc(F)ccc1F
0,6,2.0,COc1ccc2c3c(n(C)c2c1)[C@@H](CO)N(C(=O)NC(C)C)CC31CN(CC2CCOCC2)C1
-21,-8,-1.0,CCC(=O)N1CC2(C1)CN(C(=O)Nc1ccc(F)cc1)[C@@H](CO)c1c2c2ccc(OC)cc2n1C

Taken from the entries so far, 3 compounds:
GSIS activator,PGC1a acetyl inh,F508del corr,canonical_smiles
12,4,-0.2,CCCNC(=O)N1CCC2(CC1)CN(C(=O)CCC)[C@H](CO)c1[nH]c3cc(OC)ccc3c12
18,-7,-1.9,O=C(CCCSc1nc2ccccc2c(=O)[nH]1)c1ccc(F)cc1
9,4,0.3,COc1ccc2c3c(n(C)c2c1)[C@@H](CO)N(Cc1nccs1)CC31CN(C(=O)CN(C)C)C1

Next records:
GSIS activator,PGC1a acetyl inh,F508del corr,canonical_smiles
-2,9,-0.1,O=C1CN(Cc2ccccc2)C[C@@H]2[C@H](c3ccc(-c4ccccc4F)cc3)[C@@H](CO)N12
10,12,-1.1,COCCN(C(=O)CSc1nc2nc(C)cc(C)n2n1)c1c(N)n(Cc2ccccc2)c(=O)[nH]c1=O
18,12,-2.6,COc1ccc2c3c([nH]c2c1)[C@@H](CO)N(Cc1ccccc1)CC31CCN(CC2CC2)CC1
-3,-4,-0.4,CCOC(=O)C(=CNc1cccc(C)c1C)C(=O)OCC
3,-8,1.0,CC=Cc1ccc2n(c1=O)C[C@H]1[C@H](CO)[C@@H](C(=O)NCCCN(C)C)[C@@H]2N1C(=O)c1ccccc1 (mixture of isomers)
0,0,1.8,COc1cccc(-c2ccc([C@H]3[C@@H](CO)N4C(=O)CN(C(=O)c5ccncc5)C[C@H]34)cc2)c1
12,-1,-1.8,CCCC(=O)OCC(=O)Nc1cc(Cl)ccc1[N+](=O)[O-]
18,9,2.0,O=C(C[C@H]1CC[C@@H](NC(=O)Cc2cccnc2)[C@@H](CO)O1)Nc1ccccc1
5,3,-2.0,COc1ccc(C(=O)CSc2nnc(CNC(=O)c3ccco3)n2C)cc1
-30,-35,1.6,COc1cccc(C#Cc2ccc([C@H]3[C@@H](CO)N4C(=O)CN(C(=O)c5ccccc5)C[C@H]34)cc2)c1
5,5,0.2,COc1ccc(OCC(=O)NC(=S)N2CCCc3ccccc32)cc1
9,9,-0.2,OC[C@@H]1[C@H](c2ccccc2)C2(CN(CCC(F)(F)F)C2)N1Cc1cccnc1

More compounds:
GSIS activator,PGC1a acetyl inh,F508del corr,canonical_smiles
-11,-13,2.9,O=C(Cc1ccccc1)N1CC(=O)N2[C@H](CO)[C@@H](c3ccc(C#CCc4ccccc4)cc3)[C@@H]2C1
3,2,-2.0,COc1ccc2c3c([nH]c2c1)[C@@H](CO)N(C(C)=O)CC31CN(C(=O)Nc2ccccc2F)C1
5,2,-3.8,C/C(=N\NC(=O)c1ccc(Br)cc1)c1cccc(NC(=O)c2cccnc2)c1
-7,7,2.6,Cc1ccccc1C(=O)OCc1nnc(-c2ccc(Cl)cc2)o1
27,6,3.0,COc1cc(/C=N/OCC(=O)NC2CCS(=O)(=O)C2)ccc1OC(F)F (centres undefined)
-5,-3,-4.6,CC(=O)N1CC2(C1)[C@H](c1ccccc1)[C@@H](CO)N2C(=O)c1ccncc1
11,-3,-1.0,COCC(=O)N1[C@@H](CO)[C@@H](c2ccccc2)C12CN(C(=O)c1cccnc1)C2
5,0,-1.2,Cc1cc2ncc(S(C)(=O)=O)c(N)n2n1
4,-9,-1.5,C[C@@H]1CN([C@H](C)CO)C(=O)c2cc(C#CCc3ccccc3)cnc2O[C@H]1CN(C)Cc1ccccc1
12,2,-1.3,COc1ccc2c3c([nH]c2c1)[C@@H](CO)N(C(=O)Nc1ccc(F)cc1)CC31CCN(S(=O)(=O)c2ccc(C)cc2)CC1
8,-7,-3.4,Cc1ccc(S(=O)(=O)c2cnc3cc(C)nn3c2N)cc1
14,1,-0.1,COc1cccc(CNn2cn[nH]c2=S)c1OCc1ccccc1

Next section.
GSIS activator,PGC1a acetyl inh,F508del corr,canonical_smiles
1,-3,3.8,CSCCCNC(=S)Nc1ccc(N2CCOCC2)cc1
-18,-10,0.5,COc1ccc2c3c([nH]c2c1)[C@@H](CO)N(C(=O)Cc1ccccc1)CC31CN(C)C1
-7,-4,-0.3,CCCNC(=O)N1CC2(CCN(Cc3ccncc3)CC2)c2c(n(C)c3cc(OC)ccc23)[C@H]1CO
13,-7,0.5,COc1ccc2c3c(n(C)c2c1)[C@@H](CO)N(C(=O)c1ccncc1)CC31CCN(C(C)=O)CC1
-8,1,-1.4,COc1ccc(CN(C)C[C@H]2Oc3ccc(NC(=O)NC(C)C)cc3CC(=O)N([C@H](C)CO)C[C@@H]2C)cc1
-3,-2,1.4,O=C(CN1CCOCC1)N1CC(=O)N2[C@H](CO)[C@@H](c3ccc(/C=C/c4ccccc4)cc3)[C@@H]2C1
12,-9,-1.0,CC=Cc1ccc2n(c1=O)C[C@H]1[C@H](CO)[C@@H](C(=O)NCCc3cn(C)cn3)N(C(=O)C3CCCC3)[C@@H]21 (mixture of isomers)
-15,20,9.9*,O=C(Nc1cc(F)ccc1F)N1CC(=O)N2[C@@H](CO)[C@H](c3ccc(C#CC4CCCCC4)cc3)[C@@H]2C1
-2,6,2.1,COc1ccc2c3c(n(C)c2c1)[C@H](CO)N(C)CC31CN(C(=O)c2cccnc2)C1
-5,2,-1.8,CCC(=O)N1CCC2(CC1)CN(S(=O)(=O)c1ccccc1)[C@H](CO)c1[nH]c3cc(OC)ccc3c12
4,14,0.8,CCCC(=O)N1CCC2(CC1)CN(Cc1ccncc1)[C@H](CO)c1[nH]c3cc(OC)ccc3c12
-2,9,-0.3,COc1ccc(C(=O)Nc2c(Cl)cc(Cl)cc2C(=O)N2CCOCC2)cc1

More compounds.
GSIS activator,PGC1a acetyl inh,F508del corr,canonical_smiles
8,-3,-1.2,CCC(=O)N1CC2(C1)[C@@H](c1ccc(-c3ccccc3)cc1)[C@@H](CO)N2S(C)(=O)=O
14,-9,2.3,COc1cccc(-c2ccc([C@H]3[C@H](CO)N4C(=O)CN(C(=O)NC(C)C)C[C@@H]34)cc2)c1
14,2,-0.7,CN(C)CC#Cc1ccc([C@H]2[C@H]3CN(C(=O)c4cccnc4)CC(=O)N3[C@H]2CO)cc1
6,1,-3.0,Cc1ccc(S(=O)(=O)N(C)C[C@@H]2Oc3c(NC(=O)CCCCCC(=O)Nc4ccccc4N)cccc3C(=O)N([C@@H](C)CO)C[C@H]2C)cc1
